# Bioassay records deposited in PubChem by several laboratories.
# DNA FID counter: compounds displacing fluorescent DNA intercalator, primary screen, artefact control for HCV NS3 helicase inhibitor project, biochemical, FID fluorescence. DNA fluorescent intercalator displacement. inhibition, % at 7.9 µM. 290,000 tested, 0.17% active. AID 1845, 2009; in the data active = inhibition above about 37%;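 also: 0% = vehicle and 100% = reference compound; higher means more ethidium bromide displaced from hairpin DNA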
# SUMO HTRF inh: inhibitors of in vitro SUMOylation cascade, primary screen, biochemical, HTRF, uHTS | 290,000 tested, 0.36% active | HTRF SUMOylation assay, SAE1/SAE2 + UBC9 | AID 2006, 2009 | SUMO-conjugating enzyme UBC9 (Homo sapiens), P63279 | inhibition, % at 35 µM; in the data active = inhibition above about 50%, passing the limit was not always enough; also: strong numbers were not always called active
# Target sequence (P63279 whole entry, looked up): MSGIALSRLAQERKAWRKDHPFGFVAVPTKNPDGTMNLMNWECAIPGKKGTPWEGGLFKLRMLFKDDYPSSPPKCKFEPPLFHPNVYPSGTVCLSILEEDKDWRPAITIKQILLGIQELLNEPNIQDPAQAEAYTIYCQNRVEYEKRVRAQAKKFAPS
# MEKK2mut PB1 HTS: MEK5 binding signal on mutant MEKK2 PB1, primary screen, biochemical, multiplex bead flow cytometry, Alexa488-MEK5. Alexa488-MEK5 binding to MEKK2 mutant. percent response, % at 10 µM. 290,000 tested, 0.35% active; in the data active = percent response above about 24%, passing the limit was not always enough; also: inactives centre near 1; some results filed as inactive read as strong as hits
# VIM-2 inhibitor: VIM-2 metallo-beta-lactamase inhibitors, primary screen, biochemical, epi-absorbance readout, Pseudomonas aeruginosa enzyme; purified VIM-2, nitrocefin hydrolysis, epi-absorbance fluorescence; inhibition, % at 5.6 µM; 290,000 tested, 0.89% active;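 active = inhibition above the mean of all tested compounds plus 3 SD, cutoff set per screening run, cut at about 7.5% in these data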;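 also: red hydrolysis product quenches plate fluorescence so inhibitors raise well fluorescence; 0% = enzyme with DMSO and 100% = DMSO without enzyme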
# M18AAP inhibitor: PfM18AAP inhibitors, malaria aminopeptidase, primary screen, biochemical, QFRET, recombinant enzyme | inhibition, % at 7.35 µM | 290,000 tested, 1.2% active | H-Glu-NHMec fluorogenic cleavage | M18 aspartyl aminopeptidase (Plasmodium falciparum 3D7) | AID 1822, 2009;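 active = inhibition above the campaign mean inhibition over all tested compounds plus 3 SD, cut at about 28% in these data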;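 also: 0% = plate median of test compound wells and 100% = 2 mM ZnCl2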
# MEKK2wt PB1 HTS: modulators of MEK5 binding to wildtype MEKK2, primary screen, biochemical, multiplex bead flow cytometry, Alexa488-MEK5 | AID 1531, 2009 | binding response (% of control), % at 10 µM | 290,000 tested, 1.1% active | Alexa488-MEK5 binding to MEKK2 WT; actives lie on both sides; in the data active = binding response below about 67% or above about 130%
# HCV NS3 hel inh: inhibitors of HCV NS3 helicase, primary screen, biochemical, Cy5 molecular beacon fluorescence | Hepatitis C virus NS3 helicase | NS3 helicase DNA unwinding | inhibition, % at 10.9 µM | 290,000 tested, 0.56% active | AID 1800, 2009;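 active = inhibition above the mean of all tested compounds plus 3 SD, set per campaign, cut at about 35% in these data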;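 also: 0% = DMSO wells and 100% = thioflavine S control wells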
#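 Compound dosing – single dose, 10.9 µM nominal final, DMSO 0.8% final · System – NS3 helicase fragment of HCV · Buffer or medium – MOPS pH 6.5, MgCl2, DTT, Tween20, BSA · Signal – Cy5 beacon fluorescence read at start and 1 h · Also added – annealed dual-labelled DNA beacon duplex, ATP-started · Schedule – 1 h at 25 °C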
# NALP1 inh: NALP1 inflammasome inhibitors in reconstituted yeast, colorimetric, S. cerevisiae, triplicate retest. AID 2071, 2009. 280,000 tested, 0.61% active. inhibition, % at 10 µM. S. cerevisiae NALP1/ASC/caspase-1 growth, X-gal OD620, 72 h; in the data active = inhibition mostly above about 24%, no sharp cut-off; inactive = mostly below about 32%; also: some compounds called inactive have numbers as strong as hits
# IMP-1 inh: IMP-1 metallo-beta-lactamase inhibitors, primary screen, biochemical, epi-absorbance readout, Pseudomonas aeruginosa enzyme; metallo-beta-lactamase IMP-1 (Pseudomonas aeruginosa); purified IMP-1, nitrocefin hydrolysis, epi-absorbance fluorescence; inhibition, % at 5.6 µM; 290,000 tested, 0.45% active;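 active = inhibition above the mean plus 3 SD of all compounds in the same screening run, cut at about 4.5% in these data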;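 also: 0% = IMP-1 with DMSO and 100% = DMSO wells lacking enzyme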
#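 system = purified recombinant IMP-1 beta-lactamase | amount = 0.2 nM IMP-1, as dispensed | medium = HEPES buffer pH 7.1 with ZnSO4 and Brij 35 | times = 25 °C, 15 min preincubation, 25 min reaction | detection = plate fluorescence quenching by hydrolysis product, ex 480/em 530 nm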
# Numbers without * were called inactive; · = no result given.
1. O=C(COc1cccc(F)c1)N1c2ccccc2Sc2ccccc21
2. COC(=O)C(CC(C)C)NC(=O)C(N)Cc1ccccc1 (stereo not drawn)
3. O=c1cc(CN2CCOCC2)c2cc(Cl)ccc2o1
4. Cc1cc(-c2nnc(SCc3cccnc3)o2)no1
5. COc1ccc(-n2c(C)cc(C(=O)CCl)c2C)cc1
6. c1ccc(N2CCOCCOCCOCCOCCOCC2)cc1
7. COc1ccc(NC(=O)c2cccc(OC(F)F)c2)cc1Cl
8. CCCCNC(=O)COC(=O)c1ccc(Cl)c(S(=O)(=O)N2CCCC2)c1
9. Cc1ccc([C@@H]2[C@@H]3C(=O)N(C)C(=O)[C@@H]3[C@]3(Cc4ccccc4)C(=O)N(Cc4ccccc4)CC(=O)N23)o1
10. CN1CCC(OC(=O)COc2ccccc2)CC1
assay / compound	1	2	3	4	5	6	7	8	9	10
SUMO HTRF inh	-2	20	-3	10	6	-5	-10	-4	11	11
NALP1 inh	19	10	17	-15	42*	-10	37	2	-7	-8
VIM-2 inhibitor	-4.1	-0.2	-3.9	-0.7	-2.6	-2.6	-2.5	-4.5	-0.5	0.6
MEKK2wt PB1 HTS	88	113	100	103	94	98	104	100	93	95
MEKK2mut PB1 HTS	-4	0	0	2	0	-8	8	-4	-6	-8
DNA FID counter	-17	5	-4	-2	-14	-7	3	-21	-19	8
IMP-1 inh	-3.2	-2.2	-1.9	-2.9	-1.3	-2.3	-2.1	-4.6	-1.6	1.4
M18AAP inhibitor	2	-12	-2	4	5	2	-19	-2	-8	-11
HCV NS3 hel inh	-7	-1	4	4	-4	2	-4	3	0	5

11. Cc1cccc(N/C(N)=N/c2nc(C)cc(C)n2)c1
12. COCC1CCCCN1C(=O)c1cccc(OC2CCN(S(C)(=O)=O)CC2)c1 (stereo not drawn)
13. CCCNC(=O)Nc1nccs1
14. CCOC(=O)NC(Nc1cc(C)ccn1)(C(F)(F)F)C(F)(F)F
15. O=C(CSc1nnc(NC(=O)c2ccccc2Cl)s1)Nc1ccc2c(c1)oc1ccccc12
16. CN(C(=O)CS(=O)(=O)c1cn(CC(=O)N2CCCC2)c2ccccc12)c1ccccc1
17. O=C(c1ccco1)N1CCCN(Cc2cn[nH]c2-c2ccc(-c3ccccc3)cc2)CC1
18. Cc1ccc(S(=O)(=O)NCCCCCC(=O)Nc2c(C)n(C)n(-c3ccccc3)c2=O)cc1
19. O=C(NCCc1ccc(Cl)cc1)C1CCN(c2ncccn2)CC1
20. CC(C)n1ncc2c(C(=O)O)cc(C3CC3)nc21
assay / compound	11	12	13	14	15	16	17	18	19	20
SUMO HTRF inh	-11	6	24	15	42	-1	8	-6	23	13
NALP1 inh	20	13	21	-4	40	14	8	0	10	-6
VIM-2 inhibitor	0.7	-2.6	-0.8	-1.7	1.3	-0.3	-1.8	-2.0	-3.0	-2.5
MEKK2wt PB1 HTS	105	99	105	100	99	103	104	89	97	102
MEKK2mut PB1 HTS	4	2	6	6	0	3	-1	-12	-2	-11
DNA FID counter	4	-33	2	2	-3	-36	0	-36	-14	-1
IMP-1 inh	-1.8	-1.6	-1.4	0.0	-0.5	-2.3	-0.4	-4.3	-4.1	-3.1
M18AAP inhibitor	-12	-8	-4	0	-4	6	-2	-16	2	2
HCV NS3 hel inh	0	3	-4	15	-1	1	-30	7	3	-11

21. Cc1cc2oc(=O)cc(CSc3nc(N)cc(N)n3)c2cc1C(C)C
22. Cc1ccc(S(=O)(=O)Nc2ccncc2)c(C)c1
23. COc1ccc(N2CCN(CCNC(=O)Nc3cccc(C)c3C)CC2)cc1
24. COc1ccc(C(=O)NCC2(c3ccccc3)CCOCC2)cc1
25. Cc1ccccc1OCC(=O)N/N=C/c1cccc2cccnc12
26. Cn1c(SCC(=O)NCC2CCCO2)nc2c([nH]c3ccccc32)c1=O (stereo not drawn)
27. CCCOc1ccc(C2C(C(=O)c3ccc(C)o3)=C(O)C(=O)N2Cc2ccco2)cc1OCC (stereo not drawn)
28. COc1ccccc1CNC(=O)c1cc(S(=O)(=O)N2CCCC2)cn1C
29. O=c1c(Cl)nc2cc(Cl)ccc2n1CCNc1ncc(C(F)(F)F)cc1Cl
30. Cc1cccc(C)c1NC(=S)Nc1ccccc1C(=O)NCc1ccco1
assay / compound	21	22	23	24	25	26	27	28	29	30
SUMO HTRF inh	-20	3	14	15	6	15	1	-4	-290	17
NALP1 inh	7	2	-16	·	-5	25	15	5	-6	-4
VIM-2 inhibitor	-4.4	0.9	-5.4	0.8	-2.7	-0.8	-2.7	1.4	-5.0	-4.0
MEKK2wt PB1 HTS	105	104	110	78	104	101	102	99	95	92
MEKK2mut PB1 HTS	5	5	12	-29	4	8	-1	-4	4	-3
DNA FID counter	-12	8	3	-20	-32	-8	-38	-21	-4	-5
IMP-1 inh	-2.4	-1.9	-1.1	-0.4	-3.7	-0.3	-1.3	-1.2	-2.1	-3.1
M18AAP inhibitor	-7	-6	11	-8	9	-1	13	-8	-1	0
HCV NS3 hel inh	1	9	-26	28	-13	-3	37*	-13	1	-1

# Three compounds from above with just HCV NS3 hel inh, VIM-2 inhibitor and M18AAP inhibitor.
No. | SMILES | HCV NS3 hel inh | VIM-2 inhibitor | M18AAP inhibitor
22 | Cc1ccc(S(=O)(=O)Nc2ccncc2)c(C)c1 | 9 | 0.9 | -6
29 | O=c1c(Cl)nc2cc(Cl)ccc2n1CCNc1ncc(C(F)(F)F)cc1Cl | 1 | -5.0 | -1
24 | COc1ccc(C(=O)NCC2(c3ccccc3)CCOCC2)cc1 | 28 | 0.8 | -8

# (cont.)
31. Cc1nnc(NC(=O)c2ccccc2Oc2ccccc2)s1
32. Cc1ccc2oc(=O)c3cc(C(=O)NCCCN4CCCC(C)C4)sc3c2c1 (stereo not drawn)
33. O=C(NCc1cccnc1)c1ccc(Cn2cc(C(F)(F)F)ccc2=O)cc1
34. O=C(/C=C/c1ccc(Cl)cc1Cl)NCCN1CCOCC1
35. CCCn1c(C)nc2cc(Cl)c(N3CCN(c4nc(-c5ccc(C)cc5)cs4)CC3)cc21
36. COc1cc2c(cc1OC)C1Cc3ccc(OC)c(OC)c3CN1CC2 (stereo not drawn)
37. O=C(NC(=S)NCc1ccccc1)C1CCCCC1
38. Cc1cccc(-c2noc(CN(C)C(=O)c3ccoc3C)n2)c1
39. COc1ccc(C2=NN(C(=O)c3ccncc3)C(c3ccccc3O)C2)cc1 (stereo not drawn)
40. Cc1ccc(CCNC(=O)C23C[C@H]4C[C@@H](C2)CC(n2nnc(C)n2)(C4)C3)cc1
assay / compound	31	32	33	34	35	36	37	38	39	40
SUMO HTRF inh	5	16	20	-17	-4	3	7	8	-12	0
NALP1 inh	-15	-4	13	28	11	14	14	7	16	11
VIM-2 inhibitor	0.2	11*	-1.3	0.1	0.4	-1.2	-2.2	-1.6	-0.9	-1.6
MEKK2wt PB1 HTS	98	136*	81	112	97	86	103	105	102	100
MEKK2mut PB1 HTS	-3	16	-32	15	-8	-18	12	4	3	4
DNA FID counter	-19	39*	-5	3	-13	-13	-12	-30	-25	-28
IMP-1 inh	-2.5	-3.4	-1.2	-0.7	-0.8	-1.9	-2.5	-2.4	-3.7	-0.8
M18AAP inhibitor	-17	-1	5	-8	-9	-1	-10	-2	6	3
HCV NS3 hel inh	-10	-15	-1	-10	-15	-6	-7	-4	-9	-6

41. O=C(Nc1cccc(C(=O)N2CCCCC2)c1)c1ccccc1Br
42. CCCCOc1ccccc1C1C(C(=O)OC)=CN(CC)C=C1C(=O)OC
43. CC(C)(Oc1ccc(CCNC(=O)c2ccc(-c3ccc(Cl)cc3)o2)cc1)C(=O)O
44. O=C(Nc1nnc(-c2ccc3c(c2)OCCO3)o1)C1CCCCC1
45. Nc1ccc2c(c1)C(=O)Cc1ccccc1S2
46. COc1ccc(C(=O)CCC(=O)N2CCN(c3ccc(N4CCOCC4)nn3)CC2)cc1
47. COc1cccc(C2=NOC(C(=O)NCC3CCCO3)C2)c1 (stereo not drawn)
48. Cc1cc(-c2ccc(C)c(S(=O)(=O)NCCCN3CCCCCC3)c2)on1
49. O=c1[nH]c(SCc2ccc(Cl)cc2)nc2c1CCC2
50. COc1ccc(C2CC(c3ccc4ccccc4c3OC(C)=O)=NN2C(C)=O)cc1 (stereo not drawn)
assay / compound	41	42	43	44	45	46	47	48	49	50
SUMO HTRF inh	-5	18	25	-1	19	10	-10	27	25	-6
NALP1 inh	2	8	12	22	23	16	0	31	15	·
VIM-2 inhibitor	-6.0	-2.9	-0.1	-1.9	-2.6	-2.8	2.6	-1.1	-3.4	-1.3
MEKK2wt PB1 HTS	107	·	101	106	95	107	101	107	·	97
MEKK2mut PB1 HTS	8	·	-1	3	1	3	4	3	·	-4
DNA FID counter	-25	-2	-34	-10	-4	-28	-4	14	-3	-46
IMP-1 inh	-2.4	-4.7	-1.8	-1.8	-1.5	-3.9	1.1	-1.0	-4.8	-2.6
M18AAP inhibitor	4	-1	0	2	3	-1	6	3	-2	9
HCV NS3 hel inh	-3	-2	23	-9	7	11	-2	-23	-1	-14

# Reprinted, nos. 1–2
1. O=C(COc1cccc(F)c1)N1c2ccccc2Sc2ccccc21
2. COC(=O)C(CC(C)C)NC(=O)C(N)Cc1ccccc1 (stereo not drawn)
assay / compound	1	2
SUMO HTRF inh	-2	20
NALP1 inh	19	10
VIM-2 inhibitor	-4.1	-0.2
MEKK2wt PB1 HTS	88	113
MEKK2mut PB1 HTS	-4	0
DNA FID counter	-17	5
IMP-1 inh	-3.2	-2.2
M18AAP inhibitor	2	-12
HCV NS3 hel inh	-7	-1

# (further entries)
51. CCSc1nnc(Cc2cc(=O)[nH]c(=O)[nH]2)n1-c1ccc(Cl)cc1
52. O=C1CSCC(=O)N1Cc1ccc(Cl)cc1Cl
53. CCCS(=O)(=O)c1nc(S(=O)(=O)c2ccc(C)cc2)c(N2CCN(CC)CC2)s1
54. CN(C(=O)c1ccc2nc(N)sc2c1)c1ccccc1
55. Cc1ccc(CC(CC(=O)NCCc2ccc3c(c2)OCO3)C(=O)O)cc1 (stereo not drawn)
56. CCOCCCn1c(NN)nc2ccccc2c1=O
assay / compound	51	52	53	54	55	56
SUMO HTRF inh	11	-4	8	6	13	1
NALP1 inh	1	6	36	6	22	2
VIM-2 inhibitor	·	-2.3	-1.5	-1.5	-0.8	-1.4
MEKK2wt PB1 HTS	98	96	98	102	86	93
MEKK2mut PB1 HTS	4	-2	-5	6	-11	0
DNA FID counter	·	-2	-3	-7	-27	-6
IMP-1 inh	·	-2.7	-0.8	-1.0	-1.4	-1.9
M18AAP inhibitor	·	-3	-1	7	-1	26
HCV NS3 hel inh	·	0	-9	-3	-4	3
